697 NFkB inh: inhibitors of the PMA/ionomycin-induced NF-kB reporter in 697 B cells; 697 B-cell NF-kB luciferase reporter, 16 h; inhibition, % at 4 µM; 330,000 compounds, 0.33% hits; AID 435022; in the data active means inhibition above about 35%
Jurkat NFkB inh: inhibitors of the PMA/ionomycin-induced NF-kB reporter in Jurkat cells. AID 435003. PMA/ionomycin-induced NF-kB luciferase reporter, luminescence. 330,000 compounds, 0.53% hits. inhibition, % at 4 µM
EBI2 block: blocks human EBI2 receptor beta-arrestin signaling; inhibition, % at 5 µM; 360,000 compounds, 0.81% hits; EBI2 beta-arrestin recruitment, luminescence, 7a,25-OHC stimulated; in the data active means inhibition above about 38%;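 further: enzyme fragment complementation signal reports receptor beta-arrestin coupling in cells; 0% = agonist plus DMSO wells and 100% = wells without agonist; some results beyond the cut were filed as inactive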
UBC13 polyUb: blocks human UBC13 polyubiquitin chain formation; P61088; TR-FRET; inhibition, % at 20 µM; 330,000 compounds, 0.47% hits; AID 485273; in the data active means inhibition above about 45%, passing the limit was not always enough
Apaf1 inhib: human Apaf-1 inhibition | inhibition, % at 20 µM | reconstituted apoptosome caspase-3 activity, DEVD-Rh110 fluorescence | 330,000 compounds, 0.71% hits | AID 489030; active means inhibition of at least 40% at 20 µM;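 further: plate controls were DMSO wells for no effect and DEVD-CHO caspase inhibitor wells for full effect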
Target sequence (O14727 whole entry, looked up): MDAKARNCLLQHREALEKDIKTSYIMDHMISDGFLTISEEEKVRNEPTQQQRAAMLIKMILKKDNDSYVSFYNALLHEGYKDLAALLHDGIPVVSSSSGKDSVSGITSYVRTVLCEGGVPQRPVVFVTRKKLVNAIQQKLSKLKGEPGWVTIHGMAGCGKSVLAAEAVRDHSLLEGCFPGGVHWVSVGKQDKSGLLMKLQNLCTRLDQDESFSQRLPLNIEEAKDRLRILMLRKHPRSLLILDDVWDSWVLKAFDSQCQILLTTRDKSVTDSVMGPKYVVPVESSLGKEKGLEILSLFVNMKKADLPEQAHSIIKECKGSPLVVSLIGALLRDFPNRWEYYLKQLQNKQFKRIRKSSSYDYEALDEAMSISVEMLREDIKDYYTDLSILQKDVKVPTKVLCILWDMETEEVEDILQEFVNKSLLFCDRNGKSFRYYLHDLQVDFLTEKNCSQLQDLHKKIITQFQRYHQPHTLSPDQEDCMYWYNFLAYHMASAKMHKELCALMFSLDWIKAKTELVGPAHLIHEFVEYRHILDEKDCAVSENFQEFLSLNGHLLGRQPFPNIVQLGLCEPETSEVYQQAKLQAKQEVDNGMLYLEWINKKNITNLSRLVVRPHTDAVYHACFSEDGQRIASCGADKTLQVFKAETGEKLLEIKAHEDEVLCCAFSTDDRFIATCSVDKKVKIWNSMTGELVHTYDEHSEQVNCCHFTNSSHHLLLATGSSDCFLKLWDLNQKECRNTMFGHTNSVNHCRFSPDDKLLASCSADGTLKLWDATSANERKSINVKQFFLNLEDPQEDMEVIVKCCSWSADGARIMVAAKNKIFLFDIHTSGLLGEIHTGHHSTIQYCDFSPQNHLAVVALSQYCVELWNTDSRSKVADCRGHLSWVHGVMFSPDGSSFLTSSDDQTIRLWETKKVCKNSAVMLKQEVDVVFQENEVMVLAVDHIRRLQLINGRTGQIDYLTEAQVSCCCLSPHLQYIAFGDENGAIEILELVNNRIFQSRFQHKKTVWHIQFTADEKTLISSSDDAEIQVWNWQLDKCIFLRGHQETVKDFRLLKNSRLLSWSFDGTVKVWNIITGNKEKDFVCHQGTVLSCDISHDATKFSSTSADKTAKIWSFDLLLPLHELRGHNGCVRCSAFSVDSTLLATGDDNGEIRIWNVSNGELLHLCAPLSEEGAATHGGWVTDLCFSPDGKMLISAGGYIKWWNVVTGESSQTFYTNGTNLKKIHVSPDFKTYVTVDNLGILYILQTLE
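System: Apoptosome proteins | Medium: Hepes pH 7.5 with detergent and BSA | Also added: Cytochrome c trigger plus (Z-DEVD)2-Rh110 caspase-3 substrate | Incubation: 30 min compound preincubation, 50 min activation, room temperature | Detection: Rhodamine 110 fluorescence at Ex 480/Em 540 nm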
SENP8 inh: blocks the human protease SENP8; inhibition, % at 10 µM; Q96LD8; 330,000 compounds, 1.2% hits; purified SENP8, Z-RLRGG-aminoluciferin cleavage, luminescence; AID 2540
Gli-Sufu block: Gli-Sufu pathway antagonism; 340,000 compounds, 0.74% hits; Sufu-KO-LIGHT fibroblasts, Gli luciferase reporter luminescence; inhibition, % at 5 µM;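 active means inhibition above about 55%, limit read from the data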;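 further: 0% = DMSO-treated cells and 100% = wells with medium but no cells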
CCR6 antagonist: antagonists of human CCR6 receptor; P51684; 340,000 compounds, 0.49% hits; AID 493098; inhibition, % at 20 µM; CHO-K1 CCR6 PathHunter beta-arrestin, luminescence, CCL20-stimulated;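 active means compounds whose inhibition of the agonist-driven luminescence signal at 20 µM reaches about 50%, limit read from the data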;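 further: cells stimulated with CCL20 at 14 nM final; plate controls were DMSO with CCL20 for no effect and DMSO without agonist for full effect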
* = called active by the depositor; . = no result given. Unless noted, no stated cut-off is given here; in the data, active means inhibition above about 50%; inactive means the rest. Some of the compounds tested. The share of hits here may be higher or lower than overall.

(1) O=C(CSCc1c(Cl)cccc1Cl)Nc1ccccc1C(=O)N1CCOCC1
(2) COC(=O)c1ccc(COC(=O)c2cc3ccccc3oc2=O)cc1
(3) COc1ccc(S(=O)(=O)N2CCCC(C(=O)N3CCCCCC3)C2)cc1 (centres undefined)
(4) CC1CCN(S(=O)(=O)c2ccc(NC(=O)CNC3CCCCC3)cc2)CC1
(5) Cc1occc1C(=O)N1N=C(C2CC2)CC1(O)C(F)(F)F (centres undefined)
(6) CC(C)CCNC(=O)CC1C(=O)N(Cc2ccccc2)C(C)c2nc3ccccc3n21 (centres undefined)
assay / compound	1	2	3	4	5	6
697 NFkB inh	9	-8	-1	4	24	-22
Jurkat NFkB inh	8	-8	-11	12	12	1
EBI2 block	7	2	6	-5	-12	5
UBC13 polyUb	0	2	-4	5	0	1
Apaf1 inhib	8	-5	14	15	0	4
SENP8 inh	-10	8	-4	-9	9	1
Gli-Sufu block	-4	-3	14	14	-1	6
CCR6 antagonist	-3	13	-2	9	-19	8

(7) CCCn1c(N)c(C(=O)CN(C)CC(=O)Nc2ccccc2CC)c(=O)[nH]c1=O
(8) Cc1cccc(C(=O)OCCN2CCOCC2)c1
(9) O=C(Nc1cnn(Cc2ccc(Cl)cc2)c1)c1ccc([N+](=O)[O-])cc1
(10) O=C(O)/C(=C\c1cccs1)c1ccccc1
(11) O=C1C(C2=NC(C(=O)O)C3C(=O)N(c4ccc(Cl)cc4)C(=O)C23)=C(O)c2ccccc21 (centres undefined)
(12) Cc1nc2ccc(NC(=O)N3CCC(c4ccccc4)C3)cc2nc1C (centres undefined)
assay / compound	7	8	9	10	11	12
697 NFkB inh	6	-6	-5	6	15	6
Jurkat NFkB inh	-11	-22	7	14	-9	-2
EBI2 block	10	9	33	-18	6	13
UBC13 polyUb	-1	-1	-4	2	-7	14
Apaf1 inhib	-3	2	18	0	2	4
SENP8 inh	7	-14	-9	-1	13	4
Gli-Sufu block	1	-19	9	11	5	4
CCR6 antagonist	7	-16	-3	-4	-3	8

(13) CNc1snc(C)c1C(=O)OCC(=O)N(C)Cc1ccccc1
(14) Cc1ccc2sc(NC(=O)CSc3nc(C)cc(C)c3C#N)nc2c1
(15) COc1ccc(CNC(=O)[C@H](C)NC(=O)C2CCN(C(=O)[C@H](CCSC)NC(=O)OC(C)(C)C)CC2)cc1
(16) Cc1c(C(=O)Nc2nc3ccccc3[nH]2)oc2c(Cl)cccc12
(17) O=C(CSc1n[nH]c(-c2ccccc2)n1)Nc1ncccn1
(18) Cc1nc2c(C#N)cnn2c2c1CCNN2C
assay / compound	13	14	15	16	17	18
697 NFkB inh	5	-67	0	-58	4	6
Jurkat NFkB inh	8	-128	10	-45	-14	4
EBI2 block	23	0	-2	26	-2	-2
UBC13 polyUb	6	19	-4	-9	8	-12
Apaf1 inhib	0	-12	-2	-2	-14	6
SENP8 inh	-1	-5	0	-15	-2	-3
Gli-Sufu block	10	-93	-3	-25	-9	1
CCR6 antagonist	12	6	0	42	1	0

(19) C=CCNC(=S)NNC(=O)c1cccn(Cc2cccc(Cl)c2)c1=O
(20) CN(CC(=O)Nc1ccc(Cl)c(C(F)(F)F)c1)C(=O)Cc1n[nH]c(=O)c2ccccc12
(21) Cc1cccc(OCC(=O)N=Nc2c(O)[nH]c3ccc([N+](=O)[O-])cc23)c1
(22) Cc1ccc(C(=O)c2ccc(C)cc2)cc1
(23) CC(NC(=O)c1cc2c(s1)CCCC2)C(C)(C)C (centres undefined)
(24) COc1ccc(CN(C(=O)c2ccc3c(c2)OCCO3)C(C(=O)NC2CCCCC2)c2ccc3ncccc3c2)cc1 (centres undefined)
assay / compound	19	20	21	22	23	24
697 NFkB inh	7	-6	21	-11	-2	10
Jurkat NFkB inh	11	6	4	-6	1	-7
EBI2 block	0	-6	.	-6	5	10
UBC13 polyUb	-10	6	-22	3	-8	-4
Apaf1 inhib	1	18	-7	5	0	25
SENP8 inh	-8	1	-7	-11	11	1
Gli-Sufu block	-1	11	0	0	23	-1
CCR6 antagonist	16	-1	25	1	-8	16

(25) O=C(NCCc1c[nH]c2ccccc12)C(=O)NCC1OCCN1S(=O)(=O)c1ccccc1 (centres undefined)
(26) Cc1cc(S(=O)(=O)NC2CCCCC2)ccc1OCC(=O)NCc1ccccn1
(27) CN1CCC(N(C)CC(O)c2ccccc2)CC1 (centres undefined)
(28) O=C(C[C@H]1C[C@H](C(=O)N2CCCCC2)[C@@]2(CCc3ccccc3)c3[nH]c4cc(-c5ccco5)ccc4c3CCN2C1=O)NCCC1=CCCCC1
(29) O=C(CCCCCn1c(=S)[nH]c2cc3c(cc2c1=O)OCO3)N1CCN(c2ccc(F)cc2)CC1
(30) Cc1ccc(CSCCNS(=O)(=O)c2ccc([N+](=O)[O-])cc2)cc1
assay / compound	25	26	27	28	29	30
697 NFkB inh	22	17	7	12	-11	6
Jurkat NFkB inh	-2	15	-6	.	15	-1
EBI2 block	8	8	-4	27	-4	-13
UBC13 polyUb	9	4	-16	.	2	-4
Apaf1 inhib	8	-11	-4	28	7	15
SENP8 inh	10	-3	1	.	9	3
Gli-Sufu block	-5	-14	0	2	-4	8
CCR6 antagonist	10	16	8	6	7	-9

(31) COc1ccc(S(=O)(=O)N2CCC(C(=O)NCC3CCCO3)CC2)cc1Cl (centres undefined)
(32) O=S(=O)(Cc1ccccc1)N1CCn2c(nc3ccccc32)C1
(33) CC1CC(C)CN(CCCSc2ccccc2)C1 (centres undefined)
(34) Cc1ccc(C(=O)n2nnc3ccccc32)cc1
(35) O=c1[nH][nH]c(-c2ccccc2)c1C=Nc1ccc(F)cc1F
(36) CCC(C)NC(=O)CN1C(=O)NC2NC(=O)NC21 (centres undefined)
assay / compound	31	32	33	34	35	36
697 NFkB inh	5	3	9	4	8	12
Jurkat NFkB inh	-3	6	-7	-11	-7	6
EBI2 block	-13	9	-3	.	8	-8
UBC13 polyUb	6	14	-5	5	1	2
Apaf1 inhib	6	2	-5	-5	-7	1
SENP8 inh	2	-2	-9	-2	1	-8
Gli-Sufu block	-1	1	2	.	-20	9
CCR6 antagonist	15	3	7	.	-10	8

(37) CCOc1cc(/C=C2/C(=O)NN(c3cccc(Cl)c3)C2=O)ccc1O
(38) c1ccc(OCc2nnc3sc(-c4cccs4)nn23)cc1
(39) CC(C)CC(c1nnnn1C1CCCC1)N1CCN(C(=O)c2ccco2)CC1 (centres undefined)
(40) COc1cccc(Nc2ccc(-n3ccnc3)nn2)c1
(41) CN(Cc1ccccc1)C(=O)c1ccc(S(=O)(=O)N(C)c2ccccc2)cc1
(42) O=C(CSc1nnc2ncccn12)Nc1cccc2ccccc12
assay / compound	37	38	39	40	41	42
697 NFkB inh	-2	-11	14	3	8	-4
Jurkat NFkB inh	1	2	1	6	-1	-1
EBI2 block	9	27	9	8	4	-8
UBC13 polyUb	-98	1	-10	0	7	0
Apaf1 inhib	-6	8	-11	0	2	-6
SENP8 inh	-2	-11	2	-11	-6	-10
Gli-Sufu block	1	1	4	0	-4	0
CCR6 antagonist	27	2	-4	3	6	3

(43) Cc1nc(N2CCC(C)CC2)c2c(C)c(C(=O)O)sc2n1
(44) COc1ccc(CCNC(=O)c2ccccc2NS(=O)(=O)c2c(F)cccc2F)cc1
(45) COCCNC(=O)c1ccc(Cn2c(SCC(=O)NCC3CCCO3)nc3ccc(Br)cc3c2=O)cc1 (centres undefined)
(46) COCCCNC(=O)CN1C(=O)CSc2ccc(S(=O)(=O)N3CCOCC3)cc21
(47) CC(=O)N1c2ccc(S(=O)(=O)N3CCCC(C(=O)N4CCCC(C)C4)C3)cc2CC1C (centres undefined)
(48) O=C(C[C@@H]1C/C=C/CC[C@@H](Cc2ccc(F)cc2)C(=O)O[C@H](c2ccccc2)CNC1=O)NCCO
assay / compound	43	44	45	46	47	48
697 NFkB inh	35*	10	2	13	-31	8
Jurkat NFkB inh	5	15	24	-19	-2	-3
EBI2 block	-4	-2	8	-2	-4	-11
UBC13 polyUb	9	-1	-4	-2	1	8
Apaf1 inhib	-1	3	-14	-4	8	6
SENP8 inh	0	4	-2	-3	-1	-1
Gli-Sufu block	-6	-5	-2	-12	27	-11
CCR6 antagonist	12	5	10	-6	7	-3

(49) CCOC(=O)/C=C1\SCC(=O)N1CC(=O)N1CCOCC1
(50) N#CCc1ccc(NC(=O)c2ccc(S(=O)(=O)N3CCCC3)cc2)cc1
(51) Cc1ccc(OCC(=O)Oc2c(C)cccc2C)cc1
(52) O=C(O)CSc1nnc(Cc2ccccc2)n1-c1ccccc1
(53) Cc1ccc(NC(=O)CCn2c(=S)oc3ccccc32)cc1F
(54) CC(=O)Nc1ccc(S(=O)(=O)Nc2cccn(Cc3ccc(C)cc3)c2=O)cc1
assay / compound	49	50	51	52	53	54
697 NFkB inh	7	14	1	12	12	-1
Jurkat NFkB inh	-8	26	-8	4	-18	0
EBI2 block	-20	4	4	2	5	-13
UBC13 polyUb	-1	-3	5	5	3	-12
Apaf1 inhib	-13	-5	5	-1	-5	13
SENP8 inh	2	0	-3	1	4	9
Gli-Sufu block	0	-3	25	-3	4	12
CCR6 antagonist	-4	8	4	3	2	16

An excerpt from above in order of SMILES length, smallest number first:
(51) Cc1ccc(OCC(=O)Oc2c(C)cccc2C)cc1
(52) O=C(O)CSc1nnc(Cc2ccccc2)n1-c1ccccc1
(53) Cc1ccc(NC(=O)CCn2c(=S)oc3ccccc32)cc1F
(50) N#CCc1ccc(NC(=O)c2ccc(S(=O)(=O)N3CCCC3)cc2)cc1
(46) COCCCNC(=O)CN1C(=O)CSc2ccc(S(=O)(=O)N3CCOCC3)cc21
(47) CC(=O)N1c2ccc(S(=O)(=O)N3CCCC(C(=O)N4CCCC(C)C4)C3)cc2CC1C (centres undefined)
assay / compound	51	52	53	50	46	47
697 NFkB inh	1	12	12	14	13	-31
Jurkat NFkB inh	-8	4	-18	26	-19	-2
EBI2 block	4	2	5	4	-2	-4
UBC13 polyUb	5	5	3	-3	-2	1
Apaf1 inhib	5	-1	-5	-5	-4	8
SENP8 inh	-3	1	4	0	-3	-1
Gli-Sufu block	25	-3	4	-3	-12	27
CCR6 antagonist	4	3	2	8	-6	7

Other entries.
(55) O=C(C(NS(=O)(=O)c1cccs1)c1ccccc1)N1CCN(c2ccccc2F)CC1 (centres undefined)
(56) Cc1ccnc(NC(=O)c2ccc3c(c2)OCO3)c1
(57) COCC1CCN(C(=O)c2ccc(OC)c(OC3CCN(C(C)C)CC3)c2)CC1
(58) COC(=O)C1(C)NC(c2ccc(O)cc2)C2C(=O)N(c3ccc(F)cc3)C(=O)C21 (centres undefined)
(59) CC(C)C(=O)Nc1ccc(NC(=S)NC(=O)c2ccccc2F)cc1
(60) CCc1ccc(-c2cc(C(=O)NN3CCOCC3)c3ccccc3n2)s1
assay / compound	55	56	57	58	59	60
697 NFkB inh	-10	-58	-3	-12	-40	21
Jurkat NFkB inh	-11	-111	-2	-7	-12	2
EBI2 block	-2	-6	-8	-1	1	-3
UBC13 polyUb	-1	12	2	-5	-2	27
Apaf1 inhib	-11	-4	3	3	2	-18
SENP8 inh	3	80*	5	-12	-9	3
Gli-Sufu block	-17	-25	18	4	-59	-17
CCR6 antagonist	5	2	9	6	29	-8

(61) O=C(NC[C@H]1CCCO1)c1cccc2c1C(=O)c1ccc(-c3ccc(F)cc3OCc3ccccc3)cc1S2(=O)=O
(62) COc1ccc(C(=O)Cc2cc3ccccc3oc2=O)cc1
(63) O=C(CCC(=O)Nc1cccc(C(F)(F)F)c1)NCC1CCCO1 (centres undefined)
(64) CC(C)c1nnc(NC(=O)CCC(=O)N2CCN(c3ccc(F)cc3)CC2)s1
(65) O=C(O)c1cccc(CSc2ncn[nH]2)c1
(66) COC(=O)c1cc(OC)c(OC)cc1NC(=O)C1CCCO1 (centres undefined)
assay / compound	61	62	63	64	65	66
697 NFkB inh	21	-46	-18	0	2	7
Jurkat NFkB inh	19	-54	-11	-9	1	-2
EBI2 block	-20	-4	-2	-13	-9	-14
UBC13 polyUb	-17	-7	-9	-4	14	-1
Apaf1 inhib	19	2	1	-3	-6	-11
SENP8 inh	10	-13	-4	-1	-7	4
Gli-Sufu block	25	-48	-3	-7	-2	-5
CCR6 antagonist	6	13	14	3	8	-1
